From PubChem
TAG inh – triacylglycerol accumulation inhibition. inhibition, % at 12.5 µM. H9c2 cells, Nile Red lipid (TAG) fluorescence; cells loaded with 200 µM oleic acid. AID 651582. 0.66% of 230,000 active;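 active = pattern-corrected inhibition of lipid staining of at least 50% with the nuclear-stain viability signal not falling by more than 50%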;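 also: 0% = DMSO wells and 100% = triacsin C control wells; some results filed as inactive read as strong as hits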
TAG inh DAPI viability – further read-out of TAG inh, marked with its call; DAPI nuclei signal change (viability), lower = more cytotoxic, %;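 whole-well DAPI fluorescence read on a plate reader as a viability signal; minus 50 percent equals half of cells still viable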
* = called active by the depositor; & = joins results of further samples.

SMILES	TAG inh	TAG inh DAPI viability
O=C(NCc1cccnc1)C1CCC(c2ccc(Cl)cc2)CC1 (stereo not drawn)	-1.0	4.7
Cc1cccc(-c2nc3ccccc3c(=O)n2NC(=O)/C=C/c2ccc([N+](=O)[O-])cc2)c1	1.7	-1.2
Cc1ccc(C)c(OCCC(=O)N2CCN(S(=O)(=O)c3cc(C)ccc3C)CC2)c1	-11.0	-4.6
O=C(O)CNC(=O)CC1S/C(=N/N=C2\CSC(=O)N2)NC1=O (stereo not drawn)	5.3	1.1
O=C(COC(=O)c1cc(Cl)nc(Cl)c1)NC1CCCCCC1	9.3	-8.4
CC12CCC(=O)N1C(C(=O)Nc1nc(-c3ccccc3Cl)cs1)CS2 (stereo not drawn)	28.4	-13.1
CSCCC(N=CC1=C(O)CC(C)(C)CC1=O)C(=O)O (stereo not drawn)	5.1	-1.9
NC(=O)CC(NC(=O)c1ccc(Br)cc1)c1ccc(N2CCN(c3ccc(F)cc3)CC2)c([N+](=O)[O-])c1 (stereo not drawn)	-7.1	3.2
COc1cccc2c(Cl)c(CCCl)c(C)nc12	-9.4	20.6
c1ccc(NC2=Nc3cccc4cccc2c34)cc1	-2.3	-1.2
CCC(=O)c1ccc(OCc2ccc(C(=O)c3ccccc3)cc2)cc1	-29.4	-1.5
O=C(NN1C(=O)C2C3C=CC(O3)C2C1=O)c1ccccc1 (stereo not drawn)	2.1	1.9
COc1ccc(CN2CCC(C(=O)NC(c3ccc4c(c3)OCO4)c3ccccn3)CC2)cc1 (stereo not drawn)	10.6	4.5
COc1ccc(/C=C/CN2CCCC(CO)(Cc3cccc(Cl)c3)C2)cc1 (stereo not drawn)	-6.6	15.0
COC(=O)CCC(=O)NNC(=O)Cc1ccccc1	6.6	16.5
Cc1noc(C)c1NC(=O)N(C)C[C@H]1Oc2c(NC(=O)c3ccncc3)cccc2C(=O)N([C@H](C)CO)C[C@@H]1C	-5.5	-6.1
O=C(CCc1n[nH]c(=O)[nH]c1=O)Nc1cccc([N+](=O)[O-])c1	5.0	6.0
COCCN(CCOC)C(=O)c1ccc(NS(=O)(=O)c2ccc3[nH]c(=O)[nH]c3c2)cc1	7.8	-0.3
COC(=O)C1=C(C)N(Cc2ccco2)C(=O)N[C@@H]1c1ccc(Br)cc1	-0.3	-0.4
CCN(CC)C(=O)C1=C(C)N(Cc2ccc(OC)cc2)C(=O)C(CC(=O)NC(c2ccccc2)c2ccccc2)C1 (stereo not drawn)	12.6	-12.5
COc1ccc(NC(=O)c2cnc3n(c2=O)CCS3)cc1OC	4.6	3.8
Cc1cc(C)c2c(N)c(C(=O)C(C)(C)C)sc2n1	-0.4	4.4
COc1ccc(C2NC(=O)C(C#N)=C(S)N2c2ccc(C)cc2)cc1OC (stereo not drawn)	-3.9	0.0
CCOC(=O)c1c(-c2ccc(C)o2)csc1NC(=O)COC(=O)c1cccs1	1.1	-1.9

Part of the list above, with two lines to a compound.
Below each compound: TAG inh, TAG inh DAPI viability
CCN(CC)C(=O)C1=C(C)N(Cc2ccc(OC)cc2)C(=O)C(CC(=O)NC(c2ccccc2)c2ccccc2)C1 (stereo not drawn)
 : 12.6, -12.5
CCC(=O)c1ccc(OCc2ccc(C(=O)c3ccccc3)cc2)cc1
 : -29.4, -1.5

(further entries)
SMILES	TAG inh	TAG inh DAPI viability
O=C(COC(=O)COc1cccc(F)c1)NCCC1=CCCCC1	-0.3	4.3
CN(CC(=O)Nc1ccc(C#N)cc1)Cc1ccc(Cl)c(Cl)c1	-18.9	-1.6
O=C(c1cccs1)N1C[C@@H](n2cc(C3CC3)nn2)[C@H](O)C[C@@H]1c1ccccc1	-4.3	-3.5
CC(C)(C)C(=O)N=C1SC2CS(=O)(=O)CC2N1c1ccc2c(c1)OCO2 (stereo not drawn)	0.3	8.8
Cc1nnc(SCC(=O)N2CCc3ccccc32)n1-c1ccccc1	8.1	-5.9
O=C(NCc1ccccc1)C1CC(=O)N(C2CCCCCC2)C1 (stereo not drawn)	-2.0	-6.2
O=C(c1ccc(F)cc1)N1CCC(n2nnc3ccccc32)CC1	10.1	-7.0
COc1ccc(Cl)cc1NC(=O)CN(C)C(=O)C1CCN(C(=O)Nc2ccccc2)CC1	14.7	-5.3
COc1ccc(OC)c(C(c2nnnn2C2CCCC2)N2CCN(c3ccccc3F)CC2)c1 (stereo not drawn)	30.2	-2.7
CCN(CC(=O)NCc1cccs1)S(=O)(=O)c1ccc([N+](=O)[O-])cc1	-3.7	3.6
C[C@@H]1CN([C@@H](C)CO)C(=O)c2cc(N(C)C)ccc2O[C@@H](C)CCCCO[C@@H]1CN(C)S(=O)(=O)c1cccs1	-0.5	4.0
COc1cccc(C2=NN(C(=O)CCCC(=O)O)C(c3cccs3)C2)c1 (stereo not drawn)	-6.5	-1.3

A different layout for part of the listing above:
> O=C(c1cccs1)N1C[C@@H](n2cc(C3CC3)nn2)[C@H](O)C[C@@H]1c1ccccc1
  TAG inh: -4.3 | TAG inh DAPI viability: -3.5
> CC(C)(C)C(=O)N=C1SC2CS(=O)(=O)CC2N1c1ccc2c(c1)OCO2 (stereo not drawn)
  TAG inh: 0.3 | TAG inh DAPI viability: 8.8
> Cc1nnc(SCC(=O)N2CCc3ccccc32)n1-c1ccccc1
  TAG inh: 8.1 | TAG inh DAPI viability: -5.9
> O=C(NCc1ccccc1)C1CC(=O)N(C2CCCCCC2)C1 (stereo not drawn)
  TAG inh: -2.0 | TAG inh DAPI viability: -6.2

Next part.
SMILES	TAG inh	TAG inh DAPI viability
O=C(Nc1ccccc1Cl)N1CCCN(c2nc(-c3ccccc3)ns2)CC1	0.2	-3.4
CNC[C@H](CC1CCCCC1)NC[C@H](CO)NCC1(c2ccccc2)CC1	11.7	21.8
CCOc1ccc(CC2c3cc(OCC)c(OCC)cc3CCN2C(=O)c2cc(OC)c(OC)c(OC)c2)cc1OCC (stereo not drawn)	61.9*	9.7*
Cc1ccc(C(=O)NC2CCCCC2)cc1S(=O)(=O)N1CCCC1	-5.1	0.5
O=P(c1ccccc1)(c1ccccc1)c1nc(-c2ccccc2)oc1N1CCOCC1	7.8	-16.8
CNC(=O)N(O)C1N(C)C(=O)N(Cc2ccccc2)C1(C)C (stereo not drawn)	6.5	2.2
COc1ccc(CCNC(=O)C(=O)NCC2CCCN2S(=O)(=O)c2ccc(OC)cc2)cc1 (stereo not drawn)	-7.8	2.6
O=C(O)c1ccc2c3c(cccc13)C(=O)N(c1ccccc1)C2=O	6.3	-3.2
Cc1ccc2occ(/C=N/NC(=O)c3ccccc3C)c(=O)c2c1	-14.0	0.0
CCN(C(=O)COC(=O)CCOc1ccccc1)c1c(N)n(Cc2ccccc2)c(=O)[nH]c1=O	-5.9	1.8
CCC(C)(C)n1nnnc1CN1CCN(C(c2ccccc2)c2ccccc2)CC1	-8.0	1.3
C=CCNC(=S)NCc1ccc(CNC(=S)NCC=C)cc1	27.5	-2.9
C[C@H]1CN([C@@H](C)CO)C(=O)c2cccc(NS(=O)(=O)c3ccc(Cl)cc3)c2O[C@@H]1CN(C)CC1CCCCC1	-9.5	-1.0
COc1cc2c(cc1OC)C(Cc1ccc(O)cc1)NCC2 (stereo not drawn)	7.6	3.2
Cc1cc(C)c2cc(C#N)c(N3CCNCC3)nc2c1	26.3	-3.1
CSCCC(NS(=O)(=O)c1ccc(C)cc1)C(=O)NCC(C)(C)N1CCOCC1 (stereo not drawn)	9.5	-9.2
Cc1cccc(C(=O)N2CCCC(CCC(=O)N3CCN(c4ccccn4)CC3)C2)c1 (stereo not drawn)	-8.3	-3.8
CC(NC(=O)c1cccc(N2CCCC2=O)c1)c1ccc2c(c1)OCCO2 (stereo not drawn)	-6.2	2.4
N#Cc1cccc(NC(=O)COC(=O)c2ccc[n+]([O-])c2)c1	2.0	-4.0
CNC(=O)COC(=O)c1ccccc1C(=O)c1ccc(Cl)c([N+](=O)[O-])c1	17.9	-9.8
CCCC(=O)Nc1ccc2nc(SCC(=O)Nc3nccs3)sc2c1	-8.4	-12.1
O=C(O)/C=C/C(=O)N1CCN(C(c2ccccc2)c2ccccc2)CC1	-7.4	11.1
O=C1c2ccccc2NC(c2ccc(-c3ccccc3F)o2)N1O (stereo not drawn)	14.2	33.4
CC1=C(C(=O)OCc2ccccc2)C(c2ccccc2Cl)NC(=O)N1CCCC(=O)O (stereo not drawn)	11.5	-1.7
S=C(NC1CCCCC1)N1CCN(c2ccccn2)CC1	-4.6	-7.9
CCOc1ccc(N/C(SCc2cccc([N+](=O)[O-])c2)=C(/C#N)C(N)=O)cc1	-33.7	-0.3
Cn1cnnc1SCC(=O)NC1CCCC1	4.4	-4.5
O=C(c1ccc(-c2ccc([N+](=O)[O-])cc2)o1)N1CCCCCCC1	18.6	3.5
O=C(NCc1ccco1)C1CCN(c2nnc(-n3cccc3)s2)CC1	5.5	-10.0
CCS(=O)(=O)n1nc(-c2ccc(Cl)cc2)nc1N	1.2	0.2
O=C(Nc1ccc(OC(F)F)cc1)c1cc(S(=O)(=O)N2CCOCC2)ccc1F	-4.4	2.6
O=C(Nc1c2c(nn1-c1ccccc1)CS(=O)(=O)C2)c1ccc2c(c1)OCO2	-6.1	4.6
Cn1c(=O)c2cc(S(=O)(=O)Nc3cccc(F)c3)ccc2n(C)c1=O	21.2	-12.8
COc1cc(OC)cc(C(=O)Nc2ccc3c(c2)n(C)c(=O)n3C)c1	21.2	-9.0
Cc1cc(C(=O)CN2CCN(CC(=O)Nc3cccc(F)c3)CC2)c(C)n1C1CC1	-5.6	-8.9
CC1CCCCC1NC(=O)c1ccc(-n2cncn2)cc1 (stereo not drawn)	-3.6	-6.2

Two records drawn at random from those above:
SMILES	TAG inh	TAG inh DAPI viability
O=C(Nc1c2c(nn1-c1ccccc1)CS(=O)(=O)C2)c1ccc2c(c1)OCO2	-6.1	4.6
CC1CCCCC1NC(=O)c1ccc(-n2cncn2)cc1 (stereo not drawn)	-3.6	-6.2

Reformatted with two lines to a compound: 3 of the compounds above
Second line of a record – TAG inh | TAG inh DAPI viability
- CC12CCC(=O)N1C(C(=O)Nc1nc(-c3ccccc3Cl)cs1)CS2 (stereo not drawn)
  28.4 | -13.1
- O=C(c1ccc(-c2ccc([N+](=O)[O-])cc2)o1)N1CCCCCCC1
  18.6 | 3.5
- O=C1c2ccccc2NC(c2ccc(-c3ccccc3F)o2)N1O (stereo not drawn)
  14.2 | 33.4

Additional entries:
SMILES	TAG inh	TAG inh DAPI viability
Nc1cccc2cccc([N+](=O)[O-])c12	-4.1	1.3
COc1cc(OC)c(C(=O)Nc2ccc(C(=O)c3ccccc3)cc2)cc1OC	15.1	-3.1
COc1ccc(CC(=O)NCc2nnc(SCCOc3ccccc3)n2C)cc1	7.0	-2.9
CCn1c(COc2ccc3c(c2)OCO3)nnc1SCC(=O)c1ccccc1	-19.8	-0.6
COC(=O)N/N=C(\C)c1ccc(-n2ccnc2)cc1	-0.1	-1.7
O=C1CC2c3ccccc3C1C1C(=O)N(Cc3ccccc3)C(=O)C21 (stereo not drawn)	11.3	-1.6
Cc1ccc(C(=O)C(C)OC(=O)c2cc(=O)[nH]c3ccccc23)cc1 (stereo not drawn)	1.2	-5.4
CCCNC(=O)C1(C)CCCN(Cc2ccc(C(F)(F)F)cc2)C1 (stereo not drawn)	-17.7	3.9
Cc1ccc(NC(=S)Nc2c(C)n(C)n(-c3ccccc3)c2=O)cc1Cl	-4.7	-4.5
COc1ccc(C(=O)N2CC3(C)C4CCC3(C)C2(C#N)C4)cc1OC (stereo not drawn)	-11.6	-7.5
CCc1nnc(NC(=O)CSc2nccn2-c2cc(C)cc(C)c2)s1	16.0	0.2
CS(=O)(=O)N(Cc1ccc(Cl)cc1)c1ccc(C(=O)NCCSCc2ccco2)cc1	10.2	2.3
Cc1cc(C(=O)N/N=C/c2cc(Br)cc(Br)c2OC(=O)c2cccc(F)c2)n[nH]1	17.9	-14.2
O=[N+]([O-])c1cccnc1N1CCN(c2ccc(F)cc2)CC1	-2.2	3.3
Cc1ccc(C(=O)COC(=O)c2cc(Cl)ccc2O)cc1[N+](=O)[O-]	-7.9	2.1
COC1OC(CO)C(N=C(C)C)C1O (stereo not drawn)	-9.8	4.6
COc1ccc(S(=O)(=O)N2CCOC23CCN(S(=O)(=O)c2cc(F)ccc2F)CC3)cc1	-3.9	4.9
COc1ccc(CCN=C(N)C(C)c2ccccc2)cc1OC (stereo not drawn)	-0.8	3.4
CC12CCC(C(=O)O)(C/C1=N\O)C2(C)C (stereo not drawn)	-4.6&1.6	4.5&-17.8
CCOc1ccc(CCNC(=O)C2CCN(c3nn4c(=O)cc(C)nc4s3)CC2)cc1OCC	-1.4	6.4
COc1ccc(CCNC(=O)CCn2c(SCC(=O)N3CCCC3)nc3ccccc3c2=O)cc1OC	-7.6	1.4
Cn1c(=O)c(C(=O)c2ccccc2)nc2ccccc21	6.3	-8.8
CC(c1ccccc1)N1CC(C(=O)N2CCCC(C(N)=O)C2)CC1=O (stereo not drawn)	2.3	-2.1
CC1(C(=O)NS(=O)(=O)c2ccccc2)CCN1C(=O)CCc1ccc(Cl)cc1Cl (stereo not drawn)	-5.5	-3.5
CC(=O)Nc1cccc(NC(=O)/C=C/c2ccc(S(=O)(=O)N3CCOCC3)cc2)c1	-2.9	-18.9
CCCCNC(=S)NNC(=O)c1csc(CC)c1	-2.5	-13.2
c1c2c(cc3sc(N4CCOCC4)nc13)OCCO2	-9.9	3.6
Cc1ccc(Nc2cc(C)nc3ccccc23)c(C)c1	2.1	2.9
O=S(=O)(c1ccccc1Br)N(Cc1ccccc1)CC(O)COCc1ccccc1 (stereo not drawn)	-9.5	-2.3
COc1cc(NC(=S)NC(=O)c2ccccc2C)ccc1NC(=O)c1cccs1	-99.5	-7.8
Cc1ccc(S(=O)(=O)N(C)CCCC(=O)Nc2ccccn2)cc1	-15.1	12.0
CCOC(=O)c1ccc(NC(=S)N(Cc2cccnc2)Cc2ccco2)cc1	-9.6	-0.7
CC12CCC(=O)N1C(C(=O)NNC(=O)c1cccc(Cl)c1)CS2 (stereo not drawn)	-6.3	-2.4
Cn1cc(S(=O)(=O)N2CCN(c3ccccc3)CC2)c(=O)n(C)c1=O	0.4	-4.1

This is a subset (hit frequency here may not be typical).
